RNase H inhibition – RNase H inhibition, HIV 1 Gag Pol polyprotein, FRET biochemical assay, screening (AID 372); 100,000 tested, 0.77% active; one-dose inhibition, % at 10 µM; IC50 in µM for titrated hits; HIV-1 RT RNase H, FRET RNA/DNA substrate fluorescence; higher % means a stronger effect; in the data active = inhibition above about 50%
* hit, by the source's call.

SMILES	RNase H inhibition
Cc1ccc(S(=O)(=O)OCCOCCOS(=O)(=O)c2ccc(C)cc2)cc1	0.0%
Cc1ccc(N(Cc2ccco2)S(=O)(=O)c2ccc([N+](=O)[O-])cc2)cc1	3.0%
COc1ccc(-c2nc3c(n2O)CCCC3=O)cc1	7.0%
CC1CC(Nc2ccccc2)c2ccccc2N1C(=O)c1ccc(C(C)(C)C)cc1 (centres undefined)	8.0%
COc1ccccc1CNC(=O)CN(c1cc(Cl)ccc1OC)S(C)(=O)=O	2.0%
COc1ccc(/C=C(\NC(=O)c2ccc(C)cc2)c2nc(=S)[nH][nH]2)cc1OC	11.0%
N/C(=N/OC(=O)c1ccc(Br)cc1)c1nonc1N	20.0%
COc1ccc(C(=O)Nc2ccc([N+](=O)[O-])cc2C)c(OC)c1	1.0%
O=C(N/N=C\C=C\c1ccccc1)c1ccc(Br)cc1	0.0%
O=C(COC(=O)c1ccccc1Cl)c1ccc(Cl)cc1Cl	43.0%
O=C(O)CN=C(NS(=O)(=O)c1ccccc1)c1ccccc1	0.0%
CCOC(=O)COc1ccc2c(oc(=O)c3ccccc32)c1C	0.0%
Cc1ccc(C(=O)NCCNC(=O)Nc2cccnc2)cc1	8.0%
C=CCN1C(=O)/C(=C\c2ccc(-c3cc([N+](=O)[O-])ccc3C)o2)C(=O)NC1=S	32.0%
COc1ccc(-c2csc(-n3[nH]c(-c4ccccc4)c(N=Nc4ccc(O)cc4)c3=O)n2)cc1	25.0%
Cc1ccccc1N1C(=O)/C(=C/c2cccn2-c2ccc(Br)cc2)C(=O)NC1=S	20.0%
O=C(N/N=C/c1ccncc1)c1ccco1	0.0%
O=C(CSc1nc2ccccc2c(=O)n1CC1CCCC1)c1ccc(Br)cc1	13.0%
O=C(CN1CCSCC1)N/N=C/c1ccccc1C(F)(F)F	5.0%
CCOc1ccc(C2=CC(=O)C=CC2=O)cc1	0.9µM*
COc1cc(/C=C2/SC(=S)NC2=O)ccc1OC(=O)c1ccccc1Br	48.0%
CC(=O)NC(=Nc1nc(C)c2cc(C)cc(C)c2n1)NC(C)=O	26.0%
CCOC(=O)COc1c(I)cc(C=O)cc1OC	7.0%
COc1cc(C2NC(=O)NC(C)=C2C(=O)OC(C)C(C)(C)C)cc(Cl)c1O (centres undefined)	6.0%
O=C(Nc1cccnc1)C(=O)Nc1cccnc1	1.0%
Cc1ccccc1NCC(=O)N/N=C\c1ccc(O)cc1	15.0%
COC(=O)C1=C(C(=O)OC)SC(=C2C(=S)C(C)(C)N(C(=O)c3ccccc3)c3cc(OC)ccc32)S1	12.0%
CCOc1ccc(N2C(=O)NC(=O)/C(=C\c3ccccc3)C2=O)cc1	0.0%
CC(=O)C1=C(C)NC(=O)NC1c1ccc(C)cc1 (centres undefined)	19.0%
Cc1ccc(C(C)C)c(OCC(O)Cn2cnc3cc(C)c(C)cc32)c1 (centres undefined)	25.0%
COc1ccc(C2C(C(=O)OC3CCCC3)=C(C)NC3=C2C(=O)CC(C)(C)C3)c(OC)c1 (centres undefined)	8.0%
O=C(COc1ccc2ccccc2c1)Nc1cc(Cl)cc(Cl)c1	8.0%
COCC(=O)Nc1cc2oc3ccccc3c2cc1OC	18.0%
O=C(O)C1(P(=O)(c2ccc(Cl)cc2)c2ccc(Cl)cc2)CCCC1	0.0%
Cc1ccc(NC(=S)NC2CCCCC2)cc1	4.0%
CCOC(=O)c1ccccc1NC(=O)c1cc(Cl)ccc1[N+](=O)[O-]	0.0%
O=C1C2C(C(=O)N1/N=C/c1ccc(F)cc1)C1C=CC2C12CC2 (centres undefined)	18.0%
Oc1ccc(-c2csc(-c3ccncc3)n2)cc1O	40.0%
CC(C)CC(C(=O)Nc1cccc(C(F)(F)F)c1)N1C(=O)c2ccccc2C1=O (centres undefined)	2.0%
Cc1ccc(NC(=O)c2ccc3c(c2)OCO3)cc1Cl	0.0%
O=C(Nc1nnc(-c2ccccc2I)s1)Nc1ccc(Cl)cc1Cl	46.0%
COc1ccccc1N1CCN(S(=O)(=O)Cc2ccccc2)CC1	5.0%
C=CCNc1nc(-c2cccc(NC(=O)c3ccccc3)c2)cs1	9.0%
O=C1/C(=C/c2ccc(Br)o2)Sc2ccccc21	22.0%
O=C(N/N=C/c1ccccc1O)c1cccc(I)c1	0.0%
C=CCN1C(=O)/C(=C/c2cc(C)n(-c3ccc(C)c([N+](=O)[O-])c3)c2C)C(=O)NC1=S	17.0%
CN1CCN(Cn2c(O)c(N=NC(=O)c3ccccc3Cl)c3ccccc32)CC1	12.0%
CC1CN(C(=O)c2cccs2)CC(C)O1 (centres undefined)	13.0%
NC(=O)CSc1nnnn1-c1ccc(F)cc1	5.0%
Cc1ccc(S(=O)(=O)NCc2ccc(Cl)cc2)cc1[N+](=O)[O-]	12.0%
(next part)
SMILES	RNase H inhibition
CCCN1CCC(NCc2ccc(F)cc2)CC1	6.0%
Cc1c(NC(=O)c2ccccc2I)cccc1-c1nc2cc(Cl)ccc2o1	42.0%
O=C(N/N=C/c1ccc[nH]1)/C(=C\c1cccs1)NC(=O)c1ccccc1	5.0%
COc1cc(NC(=O)c2cccc([N+](=O)[O-])c2C)ccc1NC(=O)c1cc2ccccc2o1	14.0%
COc1ccccc1C(C1C(=O)CC(C)(C)CC1=O)C1C(=O)CC(C)(C)CC1=O	3.0%
COc1cccc(/C=N/NC(=O)c2nnn(-c3nonc3N)c2C)c1	14.0%
CCCOc1ccc(C2NC(=O)N(C)C(C)=C2C(=O)OC)cc1OC (centres undefined)	15.0%
O=C(N=Nc1c(O)n(CN2CCCC2)c2ccc(Br)cc12)c1ccncc1	2.0%
O=C(N/N=C/c1ccc(F)cc1)/C(=C\c1cccs1)NC(=O)c1ccccc1	9.0%
CC(=O)Oc1ccc(/C=N/NS(=O)(=O)c2ccccc2)cc1	1.0%
O=C1N=c2ccccc2=C1c1sc(=S)n(-c2ccc(F)cc2)c1O	12.0%
CCOc1ccccc1C(=O)Nc1c(Cl)cccc1Cl	17.0%
CCOc1cc(/C=C2\C=C(c3ccc(OC)cc3)OC2=O)ccc1OC(C)=O	13.0%
COC(=O)c1cc(-c2cccc(N)c2)nc2ccccc12	0.0%
CCOC(=O)c1c(C)[nH]c2cc(Br)c(OC)cc12	13.0%
Cc1cc2ncn(CC(O)COc3ccc4ccccc4c3Br)c2cc1C (centres undefined)	1.0%
COc1ccc(C2C(C(=O)Nc3cccc(C)n3)=C(C)NC3=C2C(=O)CC(C)(C)C3)c(OC)c1 (centres undefined)	9.0%
Cc1cc(OCC(=O)Nc2cccc(S(N)(=O)=O)c2)ccc1Cl	6.0%
Cc1cc(C)cc(N=Cc2ccc(O)cc2)c1	14.0%
COC(=O)c1ccc(N/C=C\C(=O)c2ccc3c(c2)OCO3)cc1	4.0%
Cc1ccc2c(Cl)c(C(=O)Nc3ccccn3)sc2c1	12.0%
CCCCOc1ccc(C(=O)NCCc2ccccc2)cc1	13.0%
CCCS(=O)(=O)c1c(S(=O)(=O)CCC)c2c(N)cccn2c1C(=O)OC	11.0%
COc1cc(C(=O)NC(=S)Nc2ccc(Br)cc2)cc(OC)c1OC	8.0%
COc1ccc(N(CC(=O)Nc2ccc(Br)cc2)S(C)(=O)=O)cc1	8.0%
Cc1ccc(NC(=O)c2cccc(C(=O)Nc3ccc(C)c(Cl)c3)c2)cc1Cl	0.0%
O=C1NC(=S)N/C1=C\c1cccc2ccccc12	9.0%
CCOC(=O)c1ccc(N2C(=O)C(=O)/C(=C(\O)c3ccccc3)C2c2ccc([N+](=O)[O-])cc2)cc1 (centres undefined)	15.0%
O=C(NN1CCOCC1)c1cc(-c2ccc(Cl)s2)nc2ccccc12	5.0%
C/C=C/c1ccc(OCCOCCOc2cccc(C)c2C)c(OC)c1	15.0%
O=[N+]([O-])c1cc2c(cc1C=Nc1ccc(Br)c(Cl)c1)OCO2	10.0%
COc1ccc(-n2sc3c(c2=S)-c2ccccc2NC3(C)C)cc1OC	13.0%
O=C(Nc1cccc(C(F)(F)F)c1)Nc1ccc(Cl)c(Cl)c1	15.0%
CCOc1ccc(S(=O)(=O)N(CC(=O)N/N=C(\C)c2ccc([N+](=O)[O-])cc2)c2ccc(C)cc2)cc1	18.0%
CCOCCOC(=O)C1=C(C)NC2=C(C(=O)CCC2)C1c1ccc(O)c(OCC)c1 (centres undefined)	0.0%
O=C(O)/C=C\C(=O)N(c1ccccc1)c1ccc2ccccc2c1	4.0%
O=C(Nc1ncc([N+](=O)[O-])s1)c1ccc2c(c1)C(=O)N(CC1CCCO1)C2=O (centres undefined)	8.0%
CCOC(=O)C1=C(C)N=c2s/c(=C\c3cccc([N+](=O)[O-])c3)c(=O)n2C1c1ccc(OC)cc1 (centres undefined)	11.0%
CCC(C(=O)Nc1ccc(F)cc1F)c1ccccc1 (centres undefined)	4.0%
COc1cc(/C=C2\SC(=S)N(C)C2=O)ccc1OCCOc1ccccc1Cl	0.0%
COc1cc(OC)c(/C=N/n2c(-c3ccccc3)n[nH]c2=S)c(OC)c1	16.0%
O=C(Nc1ccccc1C(=O)N1CCCCCC1)c1ccc(Cl)cc1	0.0%
C=CCc1ccc(OCCOc2ccc(/C=C3\SC(=S)N(CC)C3=O)cc2OCC)c(OC)c1	10.0%
O=C(/C=C/c1ccccc1Cl)Nc1ccc(Cl)cc1	5.0%
CCn1c2ccccc2c2nnc(N/N=C/c3ccc(N(C)C)cc3)nc21	7.0%
CCCCCC(=O)N/N=C/c1cccc(Cl)c1Cl	8.0%
CCOC(=O)c1c(NC(=O)/C=C/c2ccccc2)sc2c1CC(C)(C)OC2	10.0%
O=c1c2c([nH]c(=S)n1CC1CCCCC1)-c1ccccc1CC21CCCCC1	7.0%
CCOC(=O)c1sc(NC(=O)COc2ccccc2)nc1C	14.0%
COc1cc(-c2onc3ccc(Br)cc23)cc(OC)c1OC	11.0%

Looked up above.
Under RNase H inhibition, `COc1cc(OC)c(/C=N/n2c(-c3ccccc3)n[nH]c2=S)c(OC)c1` is listed with 16.0%
Under RNase H inhibition, `CCCCCC(=O)N/N=C/c1cccc(Cl)c1Cl` is listed with 8.0%
Under RNase H inhibition, `CCOC(=O)c1c(NC(=O)/C=C/c2ccccc2)sc2c1CC(C)(C)OC2` is listed with 10.0%
Under RNase H inhibition, `O=C(Nc1ccccc1C(=O)N1CCCCCC1)c1ccc(Cl)cc1` is listed with 0.0%
Under RNase H inhibition, `COc1cc(-c2onc3ccc(Br)cc23)cc(OC)c1OC` is listed with 11.0%
Under RNase H inhibition, `CCOC(=O)c1sc(NC(=O)COc2ccccc2)nc1C` is listed with 14.0%
Under RNase H inhibition, `O=C(/C=C/c1ccccc1Cl)Nc1ccc(Cl)cc1` is listed with 5.0%

3 structures from above, sorted by SMILES length, highest first:
SMILES	RNase H inhibition
COc1cc(OC)c(/C=N/n2c(-c3ccccc3)n[nH]c2=S)c(OC)c1	16.0%
O=C(Nc1ccccc1C(=O)N1CCCCCC1)c1ccc(Cl)cc1	0.0%
O=C(/C=C/c1ccccc1Cl)Nc1ccc(Cl)cc1	5.0%

The list goes on:
SMILES	RNase H inhibition
CCOc1ccc2nc(NC(=O)c3ccc(C(C)(C)C)cc3)sc2c1	23.0%
O=C(COC(=O)c1cc2ccccc2o1)c1ccccc1	3.0%
CCOC(=O)C(C)C(O)C(=O)OCC (centres undefined)	6.0%
OC(COCc1ccc(Cl)cc1)CSc1nc2ccccc2s1 (centres undefined)	19.0%
COc1ccccc1C(=O)Nc1cccc([N+](=O)[O-])c1	14.0%
O=C(c1ccc(-c2ccc(Cl)cc2)o1)N1CCOCC1	16.0%
CC1CCC/C(=N\NC(=O)Nc2ccccc2)C1 (centres undefined)	0.0%
O=C(COc1ccc([N+](=O)[O-])cc1)Nc1ccc2nn(-c3ccccc3)nc2c1	13.0%
CCCC1/C(=N\O)CC(c2ccco2)NC1c1ccco1 (centres undefined)	0.0%
Cc1ccc(CN2c3ccc(C)cc3-c3c(sn(-c4ccccc4)c3=S)C2(C)C)cc1	20.0%
Cc1cccc(N2C(=O)/C(=C/c3cccn3-c3ccccc3)C(=O)NC2=S)c1	38.0%
O=C(O)C1CCCCC1C(=O)N1CCN(c2ccc(F)cc2)CC1 (centres undefined)	10.0%
Cc1ccc(NC(=O)C(=O)NC2CCCCC2)cc1	4.0%
OC(COc1ccc(Cl)cc1)CSc1nc2ccccc2o1 (centres undefined)	0.0%
COc1ccc([N+](=O)[O-])cc1/C=C1/SC(=S)N(C)C1=O	7.0%
Cc1ccc(S(=O)(=O)NN2C(=O)/C(=C/c3cccc4ccccc34)SC2=S)cc1	15.0%
Cc1cccc(C)c1OCCCCCCc1c(C)n[nH]c1C	30.0%
CCOc1cc(C=O)ccc1OCc1ccccc1F	14.0%
CN1C(=O)C(=Cc2cc([N+](=O)[O-])cc(Br)c2O)C(=O)N(C)C1=O	0.0%
CCCOc1ccc2c(C)c(Cc3ccccc3)c(=O)oc2c1	15.0%
CSc1nnc(-c2ccccc2Cl)o1	0.0%
Cc1[nH]n(-c2nc(-c3ccc(Cl)cc3)cs2)c(=O)c1N=Nc1ccc(C(=O)O)cc1	0.0%
Oc1ccccc1/C=N/Nc1ncc(Br)cn1	0.0%
CCOc1cc(/C=N/NC(=O)C(=O)Nc2ccc(F)cc2)ccc1O	0.0%
O=C(COC(=O)C1CCN(S(=O)(=O)c2ccc3ccccc3c2)CC1)c1cccc([N+](=O)[O-])c1	11.0%
COc1ccccc1-c1nnc(N)s1	5.0%
O=C(COC(=O)c1ccc(C#Cc2ccccc2)cc1)c1ccc([N+](=O)[O-])cc1	7.0%
CC1=C(C(=O)OC2CCCC2)C(c2ccc(C)s2)C2=C(CC(c3cccs3)CC2=O)N1 (centres undefined)	16.0%
CC1=CC(=O)N(c2ccc([N+](=O)[O-])cc2)C1=O	2.0%
Cc1sc(NC(=O)/C=C/c2ccc(F)cc2)c(C#N)c1C	12.0%
CC(/C=N/Nc1nc(N2CCCCC2)nc(N2CCCCC2)n1)=C\c1ccccc1	16.0%
CCOC(=O)C1CCCN(C(=O)c2ccc(C)c(C)c2)C1 (centres undefined)	5.0%
CC(C)(C)c1csc(N/N=C/c2ccc(C#N)cc2)n1	16.0%
CC(=O)c1ccc(NC(=O)CSc2nc(C)cc(=O)[nH]2)cc1	11.0%
COc1ccc(C2C(C(=O)OC3CCCCC3)=C(C)NC3=C2C(=O)CC(C)(C)C3)cc1 (centres undefined)	4.0%

Not all compounds are listed. The share of hits here may be higher or lower than overall.
